KCNH2 3.1 block = qHTS for Inhibitors of KCHN2 3.1: Mutant qHTS | Potassium voltage-gated channel subfamily H member 2, brain isoform KCNH2 3.1 (human) | U2OS KCNH2 3.1, thallium flux FluxOr; active compounds read low | activity change, % (tested at about 1.8 µM) | 0.95% of 340,000 active;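 active = maximum activity change below -70%; inconclusive = maximum activity change from -70% to -50%; inactive = maximum activity change above -50%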;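 note: thallium influx rate constant from kinetic fluorescence after stimulation buffer; % is set by controls: 0 for no effect and ±100 for the full control effect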
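We transduce U2OS cells with the mutant 3.1 virus, culture them overnight, load FluxOr with Red40 quencher for 45 min, then add stimulation buffer and read kinetically for 2 min to derive a normalized rate constant.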
Menin-MLL TR inh = qHTS Assay for Inhibitors Targeting the Menin-MLL Interaction in MLL Related Leukemias: Competition With Texas Red Labeled MLL-derived Mutant Peptide. O00255. Menin + Texas Red MLL mutant peptide, fluorescence polarization. Potency, µM (highest dose often 61.6 µM), for the others: at the highest dose FP activity change, negative = inhibition, hits mostly inhibitors. 0.23% of 270,000 active. AID 1768, 2009; active = well fitted inhibition curve with a large enough effect in the polarisation, with a control signal flat, not every such curve was filed as active; inconclusive = small, poorly fitted or top-dose-only effect, or effect the other way, or a change in a side signal; inactive = no such curve, though single readings can be large or run the other way; the % refers to the polarisation; note: potency is the fitted concentration of half-maximal effect; % of control where 0% means no effect; many of its hits are not listed in these tables
KCNH2 WT inh = qHTS for Inhibitors of KCHN2 3.1: Wildtype qHTS; U2OS, BacMam KCNH2, thallium flux FluxOr; active compounds read low; 0.37% of 340,000 active; activity change, % at 1.84 µM; AID 720551, 2013; Voltage-gated inwardly rectifying potassium channel KCNH2 (Homo sapiens), Q12809;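 active = maximum activity change below -70%; inconclusive = maximum activity change between -70% and -50%; inactive = maximum activity change above -50%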; note: % is set by controls: 0 for no effect and ±100 for the full control effect
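U2OS cells were transduced with wild-type KCNH2 virus (2.03 x 10^8 / mL) for 4 h at room temperature, then cultured overnight at 37 C. Thallium flux was read with FluxOr dye. Rate constants were normalized to DMSO controls.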
GALK inhibitor = qHTS Assay for Inhibitors of Human Galactokinase (GALK) | 0.007% of 270,000 active | P51570 | AID 1868, 2009 | Purified GALK, Kinase-Glo residual ATP luminescence | Potency, µM (highest dose often 57.5 µM), inactives show at the top dose activity change, negative = inhibition, hits mostly inhibitors; note: potency is the fitted concentration of half-maximal effect; % is set by controls: 0 for no effect and ±100 for the full control effect
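Kinase-Glo Plus luminescence measured ATP left after a 1 h room-temperature reaction. The reaction used 5 nM GALK, 100 uM galactose and 35 uM ATP at pH 8.0 (20 mM HEPES, 5 mM MgCl2, 60 mM NaCl, 1 mM DTT, 0.01% BSA).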
USP2a block = qHTS Assay for Inhibitors of Ubiquitin-specific Protease USP2a Using CHOP2 as the Reporter; USP2 core, Ub-CHOP2 coupled fluorogenic reporter, 485/531; Potency, µM (highest dose often 38.3 µM), for the others: at the top dose activity change, negative = inhibition, hits mostly inhibitors; 0.01% of 330,000 active; AID 463254, 2010;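 note: potency is the fitted concentration of half-maximal effect; plate controls were DMSO wells for no effect and full inhibition by NEM control for full effect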
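Cell-free coupled assay: 10nM USP2 core preincubated 30min RT with compound in Tris-HCl pH 8.0/CaCl2/CHAPS buffer, then 25nM Ub-CHOP2 and 25nM reporter substrate; fluorescence (Ex 485/Em 531) read after 60min RT, normalized to NEM inhibition, concentration-response curves fitted.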
B2AR arrestin = qHTS assay of beta-arrestin-biased ligands of beta2-adrenergic receptor. Potency, µM (highest dose often 46.1 µM), for inactives: at the top dose activation, hits mostly activators. beta-arrestin recruitment to beta2AR, cell-based reporter. 0.02% of 330,000 active. Beta-2 adrenergic receptor (Homo sapiens), P07550;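 note: potency is the fitted concentration of half-maximal effect; 0% = DMSO controls and full agonism = EC100 isoproterenol or metaproterenol; nearly all actives have a fitted effect of over 65% in size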
MLL CXXC-DNA inh = qHTS Fluorescence Polarization Assay for Inhibitors of MLL CXXC domain - DNA interaction; Histone-lysine N-methyltransferase 2A (Homo sapiens), Q03164; MLL-CXXC / FITC-HOXA9 DNA fluorescence polarization; Potency, µM (top dose mostly 115 µM), without a hit: at the highest dose activity change, negative = inhibition, actives largely listed as inhibitors; 0.037% of 290,000 active; AID 2662, 2010; active = well fitted inhibition curve with a large enough effect in the polarisation, with a control signal flat, not every such curve was filed as active; inconclusive = small, poorly fitted or top-dose-only effect, or effect the other way, or a change in a side signal; inactive = no such curve, though single readings can be large or run the other way; the % refers to the polarisation; note: potency is the fitted concentration of half-maximal effect
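Fluorescence polarization: 7 uM MLL-CXXC (stock) preincubated 5 min with compounds, then 50 nM fluorescein-HOX-A9 DNA (stock) added; 30 min ambient. Buffer 50 mM Tris-HCl pH 7.5, 50 mM NaCl, 1 mM DTT, 0.05% BSA.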
FBPA coupling cs = qHTS Assay for Inhibitors of Fructose-1,6-bisphosphate Aldolase from Giardia Lamblia: Coupling assay counterscreen; activity change, negative = inhibition, % at 58.2 µM, hits read low; coupling enzyme system counterscreen, AmpLite Red fluorescence; 0.67% of 290,000 active; AID 2472, 2010; in the data active = activity change below about -30%; note: % is set by controls: 0 for no effect and ±100 for the full control effect
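Compounds tested against the coupling enzymes alone at 57.5 uM final; readout was AmpLite Red fluorescence (525/598 nm) after 20 min at RT.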
Giardia kill = Small Molecules that selectively kill Giardia lamblia: qHTS; Giardia lamblia trophozoite viability; activity change, % at 7.66 µM, hits read low; 0.15% of 340,000 active; AID 540267, 2011; in the data active = activity change below about -80%; inconclusive = between about -30% and that limit;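 note: parasites exposed to compound for two days anaerobically before the ATP read; % is set by controls: 0 for no effect and ±100 for the full control effect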
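Media and compound were dispensed first, then trophozoites at 100 cells/well; plates sat 48 hrs at 37 deg C without oxygen before ATP luminescence reagent was added and read after 15-30 min at room temperature.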
TRPV1 agonist = HTS Assay for Compounds that Act as Agonists of the Vanilloid Receptor 1. TRPV1-expressing cells, Fluo-8 calcium influx, agonist mode. 0.19% of 320,000 active. activation, % at 8.33 µM. AID 540275, 2011. Transient receptor potential cation channel subfamily V member 1 (Homo sapiens), Q8NER1; in the data active = activation above about 80%; inconclusive = between about 30% and that limit; note: 0% is about no effect
Target sequence (Q8NER1 whole entry, looked up): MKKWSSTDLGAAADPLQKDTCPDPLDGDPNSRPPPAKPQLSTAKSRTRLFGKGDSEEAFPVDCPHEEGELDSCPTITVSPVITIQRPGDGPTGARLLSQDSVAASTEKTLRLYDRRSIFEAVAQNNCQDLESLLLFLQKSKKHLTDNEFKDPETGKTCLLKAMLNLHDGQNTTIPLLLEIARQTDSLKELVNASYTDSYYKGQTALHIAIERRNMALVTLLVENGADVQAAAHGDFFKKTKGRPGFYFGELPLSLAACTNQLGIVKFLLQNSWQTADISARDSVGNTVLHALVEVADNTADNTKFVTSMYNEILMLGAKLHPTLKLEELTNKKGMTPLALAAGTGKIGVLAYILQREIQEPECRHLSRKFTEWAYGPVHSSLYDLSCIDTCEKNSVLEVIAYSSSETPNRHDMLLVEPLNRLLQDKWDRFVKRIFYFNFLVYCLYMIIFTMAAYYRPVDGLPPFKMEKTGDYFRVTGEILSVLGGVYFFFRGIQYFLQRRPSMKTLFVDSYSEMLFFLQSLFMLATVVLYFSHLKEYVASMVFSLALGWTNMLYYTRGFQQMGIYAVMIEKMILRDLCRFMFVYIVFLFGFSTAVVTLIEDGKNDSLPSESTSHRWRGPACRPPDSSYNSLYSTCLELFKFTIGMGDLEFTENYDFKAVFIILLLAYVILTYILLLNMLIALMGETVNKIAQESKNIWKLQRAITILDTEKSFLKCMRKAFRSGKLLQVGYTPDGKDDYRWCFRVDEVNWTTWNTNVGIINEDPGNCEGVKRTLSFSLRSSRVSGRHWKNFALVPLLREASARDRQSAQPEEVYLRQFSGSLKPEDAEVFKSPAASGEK
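Fluo-8 calcium influx in TRPV1-expressing cells, kinetic read (ex 480/em 520 nm). Compound added and read 3 min for agonist activity, followed by capsaicin at EC20 final and 2 min further read for enhancement.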
PKM2 activator = qHTS Assay for Activators of Human Muscle isoform 2 Pyruvate Kinase; Pyruvate kinase PKM (Homo sapiens), P14618; purified PKM2, Kinase-Glo ATP luminescence, activation; response scale: 0% is enzyme alone, no compound; Potency, µM (doses to about 57.5 µM), without a hit: at the top dose activation, actives largely listed as activators; 0.34% of 260,000 active; AID 1631, 2009; note: potency is the fitted concentration of half-maximal effect; % is set by controls: 0 for no effect and ±100 for the full control effect; nearly all actives have a fitted effect of over 55% in size
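hPK-M2, >95% pure; 0.1 mM ADP / 0.5 mM PEP final; imidazole pH7.2 buffer w/ 7 mM MgCl2, 50 mM KCl; 1 h RT; Kinase-Glo lum. Intermediate enzyme activity for dual inhibitor/activator qHTS.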
The depositor's hits bear a star; u = inconclusive; x = not tested or not shown; [ ] = another dose, or the depositor's remark. Unless noted, calls come from the whole dose curve; as a rule, active = well fitted curve in the direction sought with a large enough effect; inconclusive = small, poorly fitted or top-dose-only effect, or another doubt; inactive = no such curve, though single readings can be large; an effect the other way counts as inactive or inconclusive.

SMILES | KCNH2 3.1 block | Menin-MLL TR inh | KCNH2 WT inh | GALK inhibitor | USP2a block | B2AR arrestin | MLL CXXC-DNA inh | FBPA coupling cs | Giardia kill | TRPV1 agonist | PKM2 activator
Nc1ccc(S(=O)(=O)Nc2ccc(S(N)(=O)=O)cc2)cc1 | 0 | 21% | -2 | -7% | -7% | -0.1% | 0% | 5 | -14 | -4 | 0%
C=C/C(C)=C/C[C@H]1C(=C)CCC2[C@](C)(C(=O)O)CCC[C@@]21C (stereo not given in full) | 8 | x | -1 | x | 0% | -0.1% | x | x | -26 | -6 | x
O=C(CSc1n[nH]c(=O)[nH]c1=O)Nc1c(Cl)cc(Cl)cc1Cl | 7 | x | 9 | x | -1% | -2.0% | x | x | -17 | x | x
Cc1ccc(CC(NC(=O)c2ccc(C)cc2)C(=O)O)cc1 (stereo not given) | 2 | x | -4 | x | -2% | -0.1% | x | x | -18 | x | x
CC(O)c1n(C)c(Cl)c[n+]1C (stereo not given) | 4 | -19% | -2 | 1% | 3% | -0.1% | 15% | 0 | 6 | -3 | -1%
COc1ccccc1S(=O)(=O)Cc1ccc(C(=O)NCc2cccs2)o1 | -4 | 7% | -14 | 4% | 4% | -0.1% | -15% | 2 | 10 | -2 | -4%
CC(C)(C)c1nnc(NC(=O)c2cc(-c3ccccc3)nc3ccccc23)s1 | -10 | -28% | 2 | -1% | -1% | -0.3% | 3% | -4 | -4 | 9 | 7%
CCCCc1c(O)nc(SCCN(C)C)n(-c2ccccc2)c1=O | -2 | 0% | 4 | -1% | 3% | 0.0% | -29% | 1 | -3 | -1 | -2%
COc1ccc(S(=O)(=O)N2CCOCC2)cc1NC(=O)Cc1ccccc1Cl | 5 | 4% | 1 | -2% | 0% | -2.2% | 0% | -2 | -15 | 12 | -14%
C#Cc1ccc([C@@H]2C=C(C(=O)OCC=C)O[C@H](OCC)[C@H]2CCCO)cc1 | 6 | u | 8 | 0% | -8% | -1.0% | -12% | -3 | -2 | -1 | 1%
Cc1cccc(OCC(=O)N2CCN(C(=O)c3ccco3)CC2)c1 | -22 | -17% | -2 | 0% | 4% | -1.1% | 17% | -2 | -18 | 1 | 0%
CN(CCOc1ccccc1)C(=S)Nc1ccc(OC(F)F)cc1 | -21 | 19% | 6 | -1% | -1% | -0.3% | -2% | -2 | 4 | 6 | x
CCOC(=O)c1cc(NC(=O)C2CCCO2)cc(C(=O)OCC)c1 (stereo not given) | 11 | -9% | -12 | 8% | 0% | 0.0% | 1% | 4 | 17 | 1 | -2%
CCCNC(=O)NC(=O)CN1C(=O)NC(C)(c2ccc(C)cc2)C1=O (stereo not given) | -1 | 1% | -6 | 1% | -1% | -1.1% | 2% | 7 | -5 | 7 | -1%
Cc1ccc(C)c2c1N(Cc1ccccc1)C(=O)C21OCCO1 | 27 | 26% | -4 | 9% | -1% | -0.4% | -17% | -1 | 6 | 21 | -7%[11.5 µM]
O=C(O)CC1c2ccccc2CCN1S(=O)(=O)c1ccc(F)cc1 (stereo not given) | -38 | -4% | -9 | -1% | -1% | -0.4% | 4% | 6 | -1 | 1 | x
CN1CCCC(OC(=O)CCCC(=O)OC2CCCN(C)C2)C1 (stereo not given) | 5 | -4% | -8 | 0% | 0% | 0.0% | 8% | -2 | -4 | 3 | -6%
COC(=O)c1c(C)[nH]c(/C=N/Nc2ccccc2)c1C | 1 | x | -2 | 3% | -1% | 5.7% | 13% | -15 | 58[activator] | -2 | 0%
CCOc1ccccc1NC(=O)CSc1cn[nH]n1 | -9 | x | -9 | x | -1% | -0.2% | x | x | 6 | -1 | x
COc1ccc(N(CC(=O)N2CCc3ccccc3C2)S(=O)(=O)c2ccccc2)cc1 | -5 | -16% | 1 | 0% | -1% | -1.2% | 5% | 0 | 42[activator] | 20 | u
CCC(=O)N1c2ccc(S(=O)(=O)N3CCCCC3)cc2CC1C (stereo not given) | 2 | x | 3 | 0% | 3% | 0.4% | 13% | x | 9 | 26 | x
Cc1ccc2ncnc(Nc3ccccc3)c2c1 | -4 | 3% | 0 | -8% | 0% | 0.1% | -1% | -1 | 19 | u | x
CC1CCCN(CCCNC(=O)C2CCN(S(=O)(=O)N3CCC4(CC3)OCCO4)CC2)C1 (stereo not given) | 8 | 2% | -14 | 0% | 3% | 0.3% | 1% | 3 | 11 | -2 | -9%
COc1ccc(-n2c(C)nc3c(cnn3-c3ccccc3)c2=O)cc1 | 0 | -5% | 13 | 14% | 4% | -0.8% | -2% | 2 | 6 | 1 | 4%
CCc1cc2c(=O)n(N)c(CCC(=O)O)nc2s1 | 6 | 16% | 7 | 0% | 1% | -0.1% | -2% | 4 | 9 | -5 | -3%
CCn1cc(/C=N/NC(=O)c2cc3c(ccc4ccccc43)o2)c2ccccc21 | -4 | u | -1 | x | 1% | -0.6% | 21% | -19 | -3 | 0 | 1%
Cc1ccc(S(=O)(=O)NC(C)(C)CN2CCC(Cc3ccccc3)CC2)cc1 | -31 | x | 1 | -1% | -2% | 1.1% | -3% | 1 | 7 | 5 | 3%
Cc1csc(SCC(=O)Nc2cc(S(=O)(=O)N3CCOCC3)ccc2N2CCOCC2)n1 | 2 | x | 2 | 0% | 5% | 2.3% | -6% | -1 | 0 | 2 | -3%
COc1ccccc1N/C=C(\C#N)c1nc2ccccc2[nH]1 | -8 | u | -19 | 8% | 4% | -0.6% | 2% | 0 | -4 | u | 3%
COc1ccccc1C1CCN(c2ccc([N+](=O)[O-])c(OC)c2)CC1 | -23 | x | 0 | 0% | -1% | -0.1% | -8% | -6 | 11 | x | -5%
CCC1=NC(c2ccc(OC)cc2OC)N(O)C1(C)C (stereo not given) | 19 | -1% | -6 | 1% | x | x | 0% | -6 | 5 | -2 | -1%
Cn1c(SCC(=O)c2ccccc2F)nnc1C1CC1 | -1 | -16% | -7 | 0% | -4% | 8.7% | 11% | 0 | 3 | 1 | 32µM*
Nn1c(SCC(=O)Nc2ccc3c(c2)OCO3)nnc1C(F)(F)F | -1 | -7% | 11 | 1% | 1% | 0.0% | 2% | -4 | 9 | -2 | 10%
COc1cc(CNc2ncnc3c2[nH]c2ccc(C)cc23)cc(OC)c1 | 9 | x | -10 | -1% | 0% | 0.3% | 15% | -2 | -17 | -4 | 3%
COc1ccc(Nc2nc3c(c(=O)n(C)c(=O)n3C)n2CCO)cc1 | 9 | 17% | -7 | -1% | -1% | -0.3% | 2% | -5 | -9 | -2 | 1%
COc1ccc(OC)c(NC(=O)Nc2nnc(N3CCC(C)CC3)s2)c1 | -3 | 41%[activator] | 0 | x | 2% | -1.4% | -1% | 0 | -8 | 6 | 0%
NC(=O)c1cc(-c2ccncc2)nc2ccc(Cl)cc12 | 2 | 30% | 11 | 1% | 3% | -0.3% | -3% | -5 | 9 | 1 | 10%
Cc1c(NC(=O)c2cccc(NS(C)(=O)=O)c2)c(=O)n(-c2ccccc2)n1C | -3 | x | -22 | 0% | 1% | -0.5% | 2% | -1 | -25 | -4 | 1%
CN(C)C(=O)/C(=C/c1cn(-c2ccccc2)nc1-c1cccc([N+](=O)[O-])c1)NC(=O)c1ccccc1 | 2 | 6% | -2 | 0% | -1% | 0.0% | 16% | -4 | 13 | -5 | 7%
Cc1c(C(=O)NC(C)C2CC3CCC2C3)cccc1[N+](=O)[O-] (stereo not given) | 15 | -29% | 9 | -2% | 1% | -0.4% | -5% | -1 | 9 | 3 | x
CCN(CC)C(=O)/C(=C\c1ccc(Br)cc1)NC(=O)c1ccccc1OC | 5 | u | -2 | 0% | 0% | -0.4% | -13% | 3 | 11 | 26 | 2%

Source: PubChem

The list is partial (hit frequency here may not be typical).
